NPC1 prom act: activates the NPC1 promoter | hit rate 2.4% among 320,000 | Huh7 NPC1 promoter luciferase reporter, 24 h | Potency, µM (titrated, usually from 9.22 µM), for inactives: top-dose activation, actives largely listed as activators | AID 485313;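 also: potency is read from the fitted curve at half-maximal effect; % of control where 0% means no effect; nearly all actives have a fitted effect of over 60% in size; reporter is driven by a mutant NPC1 promoter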
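Luciferase expression driven by the NPC1 promoter was measured in stably transfected Huh7 cells after a 24 h compound incubation, using a luciferase reagent and a luminescence read.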
MBNL1 CUG block: inhibitors of human MBNL1 binding to CUG repeat RNA | hit rate 0.036% among 280,000 | Q9NR56 | TR-FRET MBNL1-His/biotin-(CUG)12 binding, 665/545 ratio | Potency, µM (titrated, usually from 57.5 µM), without a hit: top-dose activity change, negative = inhibition, usual class: inhibitors | AID 2675; active = well fitted inhibition curve with a large enough effect in the signal ratio, with a control signal flat, not every such curve was filed as active; inconclusive = small, poorly fitted or top-dose-only effect, or effect the other way, or a change in a side signal; inactive = no such curve, though single readings can be large or run the other way; the % refers to the signal ratio; also: potency is read from the fitted curve at half-maximal effect; % is scaled to controls: 0 for no effect and ±100 for the full control effect
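Inhibition of protein-RNA binding appears as loss of TR-FRET between terbium anti-His antibody on MBNL1-His and streptavidin-XL665 on biotin-(CUG)12. Activity is normalized to buffer-only and uninhibited-complex controls.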
VP16 counter: Gal4-VP16 reporter inhibition counter-screen | Drosophila S2 Gal4-VP16 UAS-luciferase, luminescence, 20 h | Potency, µM (series often up to 53.6 µM), without a hit: at the top dose activity, negative = inhibition, actives largely listed as inhibitors | hit rate 3.5% among 310,000 | AID 2546;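 also: Gal4-VP16 expression switched on by copper sulfate through the metallothionein promoter; potency is read from the fitted curve at half-maximal effect; % is scaled to controls: 0 for no effect and ±100 for the full control effect; nearly all actives have a fitted effect of over 50% in size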
Mito fusion act: blocks mitochondrial division or promotes mitochondrial fusion | AID 485298 | Potency, µM (series often up to 46.1 µM), without a hit: top-dose growth rescue (activation), usual class: activators | hit rate 0.23% among 320,000 | S. cerevisiae fusion-defective mutant growth rescue, CellTiterGlo 48 h;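 also: potency is read from the fitted curve at half-maximal effect; % of control where 0% means no effect; nearly all actives have a fitted effect of over 45% in size; temperature-sensitive fusion mutants such as fzo1-1 at 37 °C on non-fermentable ethanol glycerol medium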
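Compounds are tested for their ability to restore growth of mitochondrial fusion-defective yeast strains at non-permissive 37C in YPEG medium over 48 hours. Viability is quantified by luciferase luminescence.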
PKM2 act: increases activity of human pyruvate kinase M2 | P14618 | purified PKM2, Kinase-Glo ATP luminescence, activation; response scale: 0% is enzyme alone, no compound | Potency, µM (top dose mostly 57.5 µM), without a hit: at the highest dose activation, hits mostly activators | hit rate 0.34% among 260,000 | AID 1631; also: potency is read from the fitted curve at half-maximal effect; % is scaled to controls: 0 for no effect and ±100 for the full control effect; nearly all actives have a fitted effect of over 55% in size
Target sequence (P14618 whole entry, looked up): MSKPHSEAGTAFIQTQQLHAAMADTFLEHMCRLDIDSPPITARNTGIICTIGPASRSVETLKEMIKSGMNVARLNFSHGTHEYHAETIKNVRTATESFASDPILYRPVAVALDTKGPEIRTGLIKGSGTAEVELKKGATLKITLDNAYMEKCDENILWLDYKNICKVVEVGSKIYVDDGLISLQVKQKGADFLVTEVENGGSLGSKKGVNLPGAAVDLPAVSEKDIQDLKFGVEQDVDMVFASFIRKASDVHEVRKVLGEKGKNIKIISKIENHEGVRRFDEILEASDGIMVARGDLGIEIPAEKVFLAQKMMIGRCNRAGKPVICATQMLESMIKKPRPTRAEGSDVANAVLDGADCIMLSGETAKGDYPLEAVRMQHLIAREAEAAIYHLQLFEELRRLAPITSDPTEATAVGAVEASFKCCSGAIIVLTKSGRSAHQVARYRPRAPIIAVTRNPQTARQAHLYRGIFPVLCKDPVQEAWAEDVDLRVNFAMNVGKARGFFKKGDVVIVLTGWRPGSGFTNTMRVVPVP
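Purified hPK-M2 (>95% pure) converted ADP (0.1 mM final) to ATP with 0.5 mM PEP in 50 mM imidazole pH7.2, KCl, MgCl2, Tween 20, BSA; 1 h at room temperature. ATP detected by Kinase-Glo luminescence.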
RORg inh: blocks mouse ROR gamma transcriptional activity; hit rate 5.4% among 310,000; Potency, µM (titrated, usually from 53.6 µM), inactives show at the highest dose activity change, negative = inhibition, most hits filed as inhibitors; Drosophila S2 Gal4-RORgamma UAS-luciferase reporter, 20 h; AID 2551; P51450; also: potency is read from the fitted curve at half-maximal effect; % is scaled to controls: 0 for no effect and ±100 for the full control effect; nearly all actives have a fitted effect of over 60% in size
Target sequence (P51450 whole entry, looked up, the tested form may be a part): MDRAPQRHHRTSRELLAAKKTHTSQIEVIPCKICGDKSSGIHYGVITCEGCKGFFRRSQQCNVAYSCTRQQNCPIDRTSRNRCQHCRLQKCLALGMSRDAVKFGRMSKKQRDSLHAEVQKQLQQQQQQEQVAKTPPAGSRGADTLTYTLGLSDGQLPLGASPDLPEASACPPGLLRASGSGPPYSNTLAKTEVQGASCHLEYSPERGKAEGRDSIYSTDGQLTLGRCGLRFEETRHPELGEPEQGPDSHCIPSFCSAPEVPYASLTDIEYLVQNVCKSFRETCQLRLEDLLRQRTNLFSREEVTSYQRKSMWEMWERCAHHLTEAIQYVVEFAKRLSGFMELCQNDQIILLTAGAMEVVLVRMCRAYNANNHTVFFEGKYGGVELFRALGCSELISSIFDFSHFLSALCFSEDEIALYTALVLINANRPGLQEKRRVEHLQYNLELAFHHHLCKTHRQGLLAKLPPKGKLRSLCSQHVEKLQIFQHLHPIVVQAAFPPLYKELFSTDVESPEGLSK
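Luminescence from a UAS-regulated Photinus luciferase reporter in stably transfected Drosophila Schneider cells is measured; decreased signal marks ROR gamma inhibition. Fusion expression is induced by 700 uM copper sulfate for 20 hr.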
ELG1 repair inh: blocks ELG1-dependent DNA repair in HEK293T cells; HEK293T ELG1-luciferase reporter, luminescence, 16 h; DNA damage induced by 5-fluorouridine; Potency, µM (series often up to 46.1 µM), inactives show top-dose activity change, negative = inhibition, most hits filed as inhibitors; hit rate 2.3% among 330,000; AID 504467; also: potency is read from the fitted curve at half-maximal effect; % is scaled to controls: 0 for no effect and ±100 for the full control effect; nearly all actives have a fitted effect of over 55% in size
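DMSO vehicle served as the neutral condition. Each well held 2,000 cells given 5-fluorouridine plus compound; after 16 hr at 37 °C/5% CO2, ONE-Glo was added and luciferase measured 30 min later.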
FLuc modulator: firefly luciferase modulation, counter-screen for miR-21 project; P08659; purified FLuc, Km substrates, luminescence inhibition; Potency, µM (top dose mostly 57.5 µM), inactives show top-dose activity change, negative = inhibition, actives largely listed as inhibitors; hit rate 6.9% among 360,000; AID 588342;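 also: potency is read from the fitted curve at half-maximal effect; plate controls were vehicle for no effect and reference inhibitor for full effect; nearly all actives have a fitted effect of over 55% in size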
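Biochemical qHTS of compounds, final roughly 60 µM downward over six points, against 10 nM purified firefly luciferase using Km concentrations of substrates (10 uM D-luciferin, 10 uM ATP) in Tris acetate pH 7.5 buffer; luminescence output.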
KCNH2 3.1 inh: KCNH2 3.1 (human) potassium channel inhibition; activity change, % (tested at about 1.8 µM); U2OS KCNH2 3.1, thallium flux FluxOr; stronger effect = lower value; hit rate 0.95% among 340,000;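 active = maximum activity change below -70%; inconclusive = maximum activity change from -70% to -50%; inactive = maximum activity change above -50%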;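 also: thallium influx rate constant from kinetic fluorescence after stimulation buffer; % is scaled to controls: 0 for no effect and ±100 for the full control effect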
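FluxOr-based Tl+ influx in U2OS cells transduced with KCNH2 3.1 virus; rate constants normalized to DMSO controls.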
Menin MLL FP TR: inhibitors of human menin-MLL interaction, mutant MLL peptide; O00255; Menin + Texas Red MLL mutant peptide, fluorescence polarization; Potency, µM (top dose mostly 61.6 µM), for the others: at the highest dose FP activity change, negative = inhibition, usual class: inhibitors; hit rate 0.23% among 270,000; AID 1768; active = well fitted inhibition curve with a large enough effect in the polarisation, with a control signal flat, not every such curve was filed as active; inconclusive = small, poorly fitted or top-dose-only effect, or effect the other way, or a change in a side signal; inactive = no such curve, though single readings can be large or run the other way; the % refers to the polarisation; also: potency is read from the fitted curve at half-maximal effect; % of control where 0% means no effect; many of its hits are not listed in these tables
Rab9 prom act: activators of Rab9 promoter | hit rate 2.8% among 320,000 | Potency, µM (series often up to 9.22 µM), without a hit: at the highest dose activation, negative = inhibition, usual class: activators | AID 485297 | Huh7 Rab9 promoter-luciferase reporter, luminescence, 24 h; also: potency is read from the fitted curve at half-maximal effect; % of control where 0% means no effect; nearly all actives have a fitted effect of over 60% in size
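Measured in stably transfected Huh7 cells bearing a Rab9 promoter–luciferase construct: 24 h compound treatment at 37 °C, followed by luminescence detection.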
* hit, by the source's call; ? = inconclusive; . = not tested or not shown; [ ] = another dose, or the depositor's remark. Unless noted, calls follow the shape of the dose curve; as a rule, active = well fitted curve in the direction sought with a large enough effect; inconclusive = small, poorly fitted or top-dose-only effect, or another doubt; inactive = no such curve, though single readings can be large; an effect the other way counts as inactive or inconclusive. The list is partial; rates above refer to the full screens.

Each structure is followed by: NPC1 prom act	MBNL1 CUG block	VP16 counter	Mito fusion act	PKM2 act	RORg inh	ELG1 repair inh	FLuc modulator	KCNH2 3.1 inh	Menin MLL FP TR	Rab9 prom act
CCOC(=O)C1(Cc2cccc(OC)c2)CCN(Cc2cnc(SC)nc2)CC1
→ -1%	5%	-5%	1%	6%	12%	-17%	4%	-23	?	-14%
O=C(NCN1CCCCC1)c1cccnc1
→ -2%	4%	.	-4%	-5%	-10%[0.365 µM]	3%	-1%	11	7%	-6%
COc1ccc(Cl)cc1NC(=O)CN1C(=O)NC2(CCCC2)C1=O
→ -1%	-3%	-3%	-3%	-5%	-3%	-12%	-1%	6	-1%	-1%
N/C(Cc1ccc(Cl)cc1Cl)=N\OC(=O)Cc1ccccc1
→ -1%	-6%	?	-7%	5%	-36%	19%	15µM*	-32	-4%	-3%
CC(C)NC(=O)CSc1nnc(-c2ccco2)n1N
→ 0%	4%	6%	-2%	5%	22%	1%	-2%	-2	.	1%
COc1ccc(Nc2nnc(SCC(=O)N3CCCC3)s2)cc1
→ 11%	-4%	-3%	-7%	2%	-2%	16%	17µM*	-36	1%	1%
CN1CCN(C(=O)C2=C[C@@H](C(C)(C)C)C[C@@H](OCc3ccc(CO)cc3)O2)CC1
→ 2%	-10%	-1%	-9%	6%	-18%	14%	0%	.	-19%	-6%
CC(C)CNC(=S)N1CCN(C)CC1
→ -1%	1%	1%	4%	3%	-28%	-11%	-1%	17	-21%	0%
O=C(CN1C(=O)C2CC=CCC2C1=O)NC1=NCCS1 (centres undefined)
→ 3%	3%	0%	4%	-3%	-1%	0%	1%	1	20%	0%
C[n+]1c2n(c3ccccc31)N=C(c1cc(C(C)(C)C)c(O)c(C(C)(C)C)c1)CS2
→ -36%[inhibitor]	5%	7.9µM*	1%	-3%	?	?	2%	-13	?	-49%[inhibitor]
N#CCc1ccc(C(=O)c2ccccc2F)s1
→ -1%	?	0%	6%	4%	1%	?	5%	21	?	18%
O=C(CN1C(=O)c2ccccc2S1(=O)=O)NCc1ccc(F)cc1
→ 5%	3%	-2%	1%	-3%	?	0%	-4%	.	.	10%
CC(C)c1ccc(S(=O)(=O)N2CCN(CC(=O)c3ccc(O)c(O)c3)CC2)cc1
→ -19%	4%	-5%	2%	3%[0.46 µM]	1%	0%	0%	.	?	3%
COc1ccc2cc(-c3[nH]ncc3CN3CCCN(c4ccccc4)CC3)ccc2c1
→ -4%	11%	1%	8%	-5%	-16%	11%	-17%	26	3%	6%
CCOC(=O)N1CCC(NC(=O)c2ccc(CS(=O)c3cccc(C)c3)o2)CC1 (centres undefined)
→ 0%	-2%	0%	-3%	.	-3%	-8%	0%	24	.	2%

(continued)
Each structure is followed by: NPC1 prom act	MBNL1 CUG block	VP16 counter	Mito fusion act	PKM2 act	RORg inh	ELG1 repair inh	FLuc modulator	KCNH2 3.1 inh	Menin MLL FP TR	Rab9 prom act
Cc1ccc(-n2ncc3c(=O)n(CC(=O)NC4CCCC4)cnc32)cc1C
→ -2%	6%	9%	-2%	1%	-1%	2%	1%	1	9%	3%
CC(C)CNC(=O)c1ccccc1NC(=O)CN(c1ccc2c(c1)OCCO2)S(C)(=O)=O
→ -2%	-2%	-3%	-4%	2%	-18%	-17%	-2%	2	-1%	-4%
Cc1ccc(C)c(OCC(=O)N2CCOCC2)c1
→ 0%	0%	-7%	1%	9%	-8%	20%	1%	25	-11%	2%
O=S(=O)(NCC(c1cccnc1)N1CCOCC1)c1ccc(Cl)cc1 (centres undefined)
→ -1%	-16%	-11%	0%	-2%	-9%	16%	0%	-6	2%	2%
Nc1nc(SCc2ccccc2)c2[nH]cnc2n1
→ 2%	-4%	21%	13%	.	41%	?	0%	23	13%	6%
CCn1nc(C)c(CNC(=O)C2CCC(=O)N(Cc3cccc(F)c3)C2)c1C (centres undefined)
→ -2%	-4%	-5%	0%	1%	2%	-6%	2%	1	18%	12%
CN1C(=O)N(C)c2ccc(Br)c3cccc1c23
→ 0%	3%	-14%	18%	.	4%	?	0%	-1	3%	-9%
CC(=O)c1c(C)[nH]c(C(=O)OCC(=O)Nc2sc3c(c2C#N)CCCC3)c1C
→ -6%	-9%	?	1%	7%	?	-16%	0%	-26	19%	-13%
N/C(=N\OC(=O)c1ccc2c(c1)OCO2)c1cccnc1
→ ?	-1%	?	-6%	-40%	-78%	?	1.2µM*	.	-13%	?
CN(C)c1ccc(CN(C(=O)COc2ccc(Br)cc2)C2CCS(=O)(=O)C2)cc1 (centres undefined)
→ 4%	-5%	16%	4%	2%	36%	?	-2%	-4	6%	-1%
COc1ccccc1NC(=O)CCc1nc(-c2cccs2)no1
→ 4%	-17%	2%	2%	-2%	25%	14%	-17%	9	16%	-4%
Cc1[nH]c2ccccc2c1/C=N/Nc1cccc(C(=O)O)c1
→ 1.6µM*	?	8%	-2%	0%	-2%	?	2.7µM*	2	.	2µM*
Cc1cc(NC(=O)C2CC(c3ccc(Cl)cc3)=NO2)no1 (centres undefined)
→ -1%	-2%	-2%	-3%	-1%	0%	0%	3%	-7	12%	2%
CN(CCOC(=O)CN1C(=O)c2ccccc2C1=O)C1=NS(=O)(=O)c2ccccc21
→ -3%	-7%	-2%	1%	4%	-29%	-14%	0%	.	0%	-2%
COc1ccc(NS(=O)(=O)c2cccc(Cl)c2Cl)cc1S(=O)(=O)N1CCCCC1
→ -4%	3%	-13%	-3%	-1%	?	?	2%	3	9%	0%

More results follow:
Each structure is followed by: NPC1 prom act	MBNL1 CUG block	VP16 counter	Mito fusion act	PKM2 act	RORg inh	ELG1 repair inh	FLuc modulator	KCNH2 3.1 inh	Menin MLL FP TR	Rab9 prom act
CCOc1ccc(C(C)C)cc1S(=O)(=O)N1CCN(C(=O)c2ccco2)CC1
→ -5%	-21%	-10%	3%	4%[11.5 µM]	-5%	10%	-1%	2	?	2%
CCCCN(Cc1cc2ccccc2[nH]c1=O)S(=O)(=O)c1ccc(C)cc1
→ -11%	0%	-2%	-1%	0%	35%	?	1%	-18	-7%	-3%
CC1CC(C)CN(CCCNC(=O)Cn2ncc3c(=O)oc4ccccc4c32)C1 (centres undefined)
→ -1%	-2%	1%	3%	2%	-9%	7%	0%	4	-2%	-7%
CC(C)c1ccc(/C=N/NC(=O)c2nnn(-c3nonc3N)c2CSC2=NCCS2)cc1
→ 0%	.	?	27%	6%	16µM*	?	-15%	-46	-21%	-5%
CCCC(=O)c1ccc(N2CCN(C(=O)c3ccc(Br)cc3)CC2)c(F)c1
→ -3%	-4%	?	0%	9%	-26%	?	2%	-24	-15%	-11%
O=C(CSCc1ccc([N+](=O)[O-])cc1)Nc1ccccc1C(=O)O
→ 18%	?	-5%	2%	-2%	3%	?	?	19	?	22%
O=C(Nc1ccccc1C(=O)Nc1ccccn1)c1cc(F)c(F)cc1Cl
→ -5%	-7%	3%	9%	0%	2%	-5%	7%	-7	21%	2%
Cc1cccc(OCc2nnc(SCc3nc4cc(C(F)(F)F)ccc4c(=O)[nH]3)o2)c1
→ 0%	4%	0%	-2%	3%	33%	?	1%	-4	?	0%
O=C(Nc1cccc(S(=O)(=O)N2CCCCC2)c1)C1=NN(c2ccccc2)C(=O)CC1
→ 2%	.	.	-3%	.	.	-21%	0%	-4	.	?
Cc1ccccc1OCCN1C(=O)C(=O)c2cccc(C)c21
→ 0%	.	-25%	-1%	-8%	-4%	10%	1%	-3	-3%	0%
COc1ccc(NC(=O)Nn2cnnc2)cc1OC
→ 0%	40µM*	-3%	-1%	-2%	-4%	17%	0%	-5	7%	10%
CCOC(=O)C1CCCN(C(=O)c2ccc([N+](=O)[O-])c(C)c2)C1 (centres undefined)
→ 4%	.	-7%	2%	-14%	8%	13%	1%	-7	-21%	-2%
CCn1c(SCC(=O)Nc2ccccc2OC)nc2ccccc2c1=O
→ 1%	0%	4%	18%	7%	1%	?	0%	13	-2%	-5%
COc1cc(-c2nc3ccccn3c2N)ccc1O
→ 4%	?	10%	0%	0%	7%	7%	?	20	-1%	12%
Oc1ccc(NC(=S)Nc2ccc(O)cc2)cc1
→ 7%	?	-25%	-1%	12%	4%	-12%	-18%	13	-29%	3%
Cn1cnc2nc3n(c2c1=O)CCC3
→ .	-11%	-3%	1%	1%	-21%	.	6%	-7	-24%	.
